# Screens as filed in PubChem.
# Vc quorum ag = inducers of Vibrio cholerae quorum light production without autoinducers, primary screen, BH1578 luxS cqsA deficient, single point | 0.16% of 350,000 active | V. cholerae BH1578 lux reporter, luminescence, 6 h | activation, % at 18.7 µM; in the data active = activation mostly above about 9.7%, no sharp cut-off; inconclusive = no clear call, values can overlap the other calls; inactive = mostly below about 3.7%; also: not every result past the cut was called active; inactives centre near 0; reference of the scale not given here
# TcdB inh = TcdB glycohydrolase inhibitors, primary screen, biochemical, single point, plate reader; Toxin B (Clostridioides difficile), P18177; TcdB glycohydrolase enzymatic assay; inhibition, % at 9.99 µM; 0.24% of 350,000 active; AID 652162, 2013; in the data active = inhibition above about 10%
# PfHsp40 rescue = rescue of yeast from PfHsp40 toxicity, primary screen, S. cerevisiae, ATP luminescence | growth rescue, % at 12.5 µM | 0.68% of 340,000 active | S. cerevisiae expressing PfHsp40, growth rescue; in the data active = growth rescue above about 28%, passing the limit was not always enough; inconclusive = no clear call, values can overlap the other calls;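 also: yeast W303a lacking pdr1 and pdr3 grown in galactose medium; growth measured after three days at 30 °C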
# Anthrax LF inh2 = Bacillus anthracis LF protease inhibitors, primary screen, biochemical, multiplex microsphere, MLPCN library; inhibition, % at 10 µM; 0.12% of 360,000 active; Lethal factor (Bacillus anthracis), P15917; AID 588501, 2011; multiplex microsphere protease cleavage assay; also: plate controls were buffer without enzyme for full effect and enzyme alone for no effect
# Target sequence (P15917 whole entry, looked up): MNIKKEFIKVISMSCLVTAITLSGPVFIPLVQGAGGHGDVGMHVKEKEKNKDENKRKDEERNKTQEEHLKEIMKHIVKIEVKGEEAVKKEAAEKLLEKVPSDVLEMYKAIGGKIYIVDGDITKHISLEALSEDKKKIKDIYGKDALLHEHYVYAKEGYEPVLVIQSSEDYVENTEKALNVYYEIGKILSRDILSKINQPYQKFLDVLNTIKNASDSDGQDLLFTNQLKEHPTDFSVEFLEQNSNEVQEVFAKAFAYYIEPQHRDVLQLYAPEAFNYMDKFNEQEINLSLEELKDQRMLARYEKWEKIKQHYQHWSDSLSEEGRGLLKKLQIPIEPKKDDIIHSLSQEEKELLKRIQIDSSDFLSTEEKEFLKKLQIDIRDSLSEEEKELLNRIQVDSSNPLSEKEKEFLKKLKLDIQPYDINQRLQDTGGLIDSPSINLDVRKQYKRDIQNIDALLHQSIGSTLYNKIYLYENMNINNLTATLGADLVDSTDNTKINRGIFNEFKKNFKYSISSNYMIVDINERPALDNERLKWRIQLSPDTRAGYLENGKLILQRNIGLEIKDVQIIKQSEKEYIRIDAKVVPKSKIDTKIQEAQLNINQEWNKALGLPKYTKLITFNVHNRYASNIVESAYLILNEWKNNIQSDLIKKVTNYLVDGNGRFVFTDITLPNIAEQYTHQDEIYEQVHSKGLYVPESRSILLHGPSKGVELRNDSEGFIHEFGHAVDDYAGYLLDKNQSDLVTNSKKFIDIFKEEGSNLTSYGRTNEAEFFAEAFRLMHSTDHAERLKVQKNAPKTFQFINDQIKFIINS
# Yp Topo-I inh = Yersinia pestis topoisomerase I inhibitors, primary screen, biochemical, cleavage product accumulation, plate reader, single point; Y. pestis Topo-I cleavage product accumulation; 0.064% of 360,000 active; activity, % at 10 µM; in the data active = activity above about 50%, passing the limit was not always enough; inconclusive = no clear call, values can overlap the other calls; also: inactives centre near 2
# BoNT A protease = BoNT/A light chain protease inhibitors, primary screen, biochemical, flow cytometry, MLPCN library; Botulinum neurotoxin type A light chain protease (Clostridium botulinum A str. ATCC 3502); multiplex microsphere protease substrate cleavage; inhibition, % at 10 µM; 0.17% of 360,000 active; AID 588499, 2011; also: plate controls were buffer without enzyme for full effect and enzyme alone for no effect
# PriA SSB inh = inhibitors of Klebsiella pneumoniae PriA binding to SSB C-terminal tail, primary screen, biochemical, AlphaScreen. inhibition, % at 33 µM. AlphaScreen SSBct-PriA binding, biotinylated peptide. 0.6% of 430,000 active; in the data active = inhibition mostly above about 37%, no sharp cut-off; inactive = mostly below about 20%;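 also: plate controls were negative control peptide for no effect and reference peptide for full effect; strong numbers were not always called active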
# SARS 3CLpro inh = SARS-CoV 3CLpro protease inhibitors, primary screen, biochemical, quenched FRET. Replicase polyprotein 1ab (Severe acute respiratory syndrome coronavirus), P0C6X7. recombinant SARS-CoV 3CLpro, quenched FRET peptide cleavage. inhibition, % at 6 µM. 0.14% of 290,000 active. AID 1706, 2009; in the data active = inhibition above about 12%
# PrPC TRFRET = inhibitors of human cell surface prion protein PrPC, primary screen, cell-based, TR-FRET | Major prion protein (Homo sapiens), P04156 | TR-FRET read-out | inhibition, % at 13.8 µM | 0.43% of 370,000 active; in the data active = inhibition above about 24%; also: 0% = median of the test wells and 100% = reference compound wells
# Active calls of the source: *; i = inactive; ? = inconclusive; . = no result given; & = joins results of further samples. Rule as the data show it, unless noted: active = inhibition above about 30%; inconclusive = no clear call, values can overlap the other calls; inactive = below that. Only part of the results is shown. The share of hits here may be higher or lower than overall.
SMILES,Vc quorum ag,TcdB inh,PfHsp40 rescue,Anthrax LF inh2,Yp Topo-I inh,BoNT A protease,PriA SSB inh,SARS 3CLpro inh,PrPC TRFRET
COc1ccc(CSc2nc(O)cc(=O)n2CC(C)C)cc1F,0.0,0.5,2.5,1.4,-7.4,2.6,1.6,2.5,4.1
Cc1nc(-c2coc3cc(O)c(C)cc3c2=O)cs1,i,.,0.9,-4.6,-8.0,-0.1,-6.5,-3.8,-5.0
C=CCOc1ccc(C(=O)c2ccccc2)c(OCC(=O)NC2(C#N)CCCC2)c1,-0.1,0.9,-0.7,-1.1,35.9,0.7,-9.2,5.2,10.1
CCOc1cccc(-c2nnc(SCC(=O)NC3CC3)n2C)c1,i,-2.5,2.6,4.8,6.1,-0.7,8.7,-0.4,-7.5
Cc1ccc(F)c(CNC(=O)C2(C)CCCN2C(=O)C(C)C)c1F (stereo not given),-5.0,0.2,.,-0.7,10.2,-0.5,.,.,5.9
COc1ccc(OC)c(S(=O)(=O)NCC(c2ccc3c(c2)OCO3)N2CCOCC2)c1 (stereo not given),-1.2,3.1,-0.3,-37.9,0.5,-188.1,-8.0&-11.9,.,-2.5
CC(=O)c1ccc(NC(=O)CSCCO)cc1,-0.2,.,-0.9,-5.2,3.3,0.0,-4.3,1.7,-3.6
Cc1ccc(CN2C(=O)c3ccccc3C2C(=O)NCC2CCCO2)cc1 (stereo not given),-0.1,.,0.3,-1.0,4.0,0.4,-13.3,-4.0,3.0
CCc1ccc(NC(=S)Nc2cc(C(=O)O)ccc2N2CC3CC(C2)c2cccc(=O)n2C3)cc1 (stereo not given),-0.3,1.0,0.5,3.6,2.6,-0.9,-2.3,-2.2,-8.6
Cc1ccc(-n2c(-c3ccc(Br)cc3)c[n+]3c2CCc2ccc4cccnc4c2-3)cc1,0.0,.,9.2,1.7,43.1,-1.5,37.7,0.5,24.5*
COc1ccc2c(c1)nc(NCCO)n2C,-0.4,.,-0.4,-1.3,1.7,0.1,-9.8,2.2,4.4
CC(=O)C1=C(O)C(=O)N(c2ccc(O)cc2)C1c1ccccc1 (stereo not given),-0.5,1.7,-1.2,0.2,-0.9,0.0,-0.2,1.8,-5.3
CCOC(=O)c1cc(-c2cccnc2)nn1-c1ccccn1,-0.6,.,1.1,2.3,0.7,1.5,-13.9,-4.3,0.2
CCN(CCn1cccn1)Cc1c(C(=O)N2C[C@@H](C)O[C@@H](C)C2)nc2ccc(Cl)cn12,-2.1,0.9,-1.1,-4.1,-8.1,-1.0,-14.0,-1.8,3.0
Cc1ccc(CN2CCCN(Cc3ccc(F)cc3Cl)S2(=O)=O)cc1,i,0.5,-0.4,1.5,20.2,-1.5,-12.7,-5.5,4.5
CC1=C(C(=O)NCc2ccc3c(c2)OCO3)C2(CCC(C)CC2)OC1=O (stereo not given),i,0.7,0.1,-8.1,-6.1,-0.5,-11.8,8.2,3.2
COc1cc2nc(NC(=O)c3ccc(Cl)cc3)[nH]c(=O)c2cc1OC,-5.6,.,0.3,-6.8,-0.8,-1.2,0.0,-0.7,-2.0
O=C(OCc1ccc(Br)cc1F)c1cc2ccccc2oc1=O,0.5,1.0,-1.3,16.6,5.1,1.7,-2.5,5.7,2.6
Cc1ccsc1/C=C1/SC(=O)N(CC(=O)N2CCOCC2)C1=O,i,.,-0.4,.,-6.7,.,-12.4,7.6,-27.2
COc1cc(N2CCCC2)ccc1[N+](=O)[O-],-0.4,.,-0.7,-3.4,-1.4,-1.0,0.9,-1.8,-18.3

# Just PfHsp40 rescue and BoNT A protease, for some of the entries so far:
compound | PfHsp40 rescue | BoNT A protease
CCN(CCn1cccn1)Cc1c(C(=O)N2C[C@@H](C)O[C@@H](C)C2)nc2ccc(Cl)cn12 | -1.1 | -1.0
Cc1ccc(CN2CCCN(Cc3ccc(F)cc3Cl)S2(=O)=O)cc1 | -0.4 | -1.5
CC1=C(C(=O)NCc2ccc3c(c2)OCO3)C2(CCC(C)CC2)OC1=O (stereo not given) | 0.1 | -0.5
COc1cc2nc(NC(=O)c3ccc(Cl)cc3)[nH]c(=O)c2cc1OC | 0.3 | -1.2

# Further structures
SMILES,Vc quorum ag,TcdB inh,PfHsp40 rescue,Anthrax LF inh2,Yp Topo-I inh,BoNT A protease,PriA SSB inh,SARS 3CLpro inh,PrPC TRFRET
Cc1coc2c1c(C)cc1oc(=O)c(CC(=O)NCCCCCC(=O)O)c(C)c12,i,0.3,0.6,-8.5,1.8,-2.3,-12.6,-2.1,-1.1
C=CCCCCCCCCC(=O)NNC1CC(=O)N(c2ccccc2)C1=O (stereo not given),-0.4,0.3,1.7,-4.2,-8.2,1.6,-6.4,-4.0,-0.2
Cc1cc(C)c(C#N)c(N2CCOCC2)n1,i,.,1.0,3.1,-6.2,-0.1,-3.6,-0.6,-2.3
O=C(c1ccc([N+](=O)[O-])cc1Cl)N1CCN(Cc2ccccc2)CC1,i,3.5,.,3.1,1.0,-0.4,.,.,-18.2
CC(=O)c1sc(NC(=O)COc2ccc(C(C)C)c(C)c2)nc1C,-0.4,1.3,-0.2,0.2,7.1,0.1,-0.5,-4.2,4.5
O=[N+]([O-])c1ccc(/C=N/N=C/c2ccc([N+](=O)[O-])o2)o1,2.0,0.1,8.1,1.7,5.9,-1.2,.,-2.9,-12.8
COC(C[C@@H](O)C[C@H](O)[C@@H](C)OCc1ccccc1)OC,-0.8,-0.3,-0.6,6.3,-11.8,-0.4,-18.7,.,5.3
COc1ccc(S(=O)(=O)N2CC3CCCN3c3cc(C(F)(F)F)ccc32)cc1 (stereo not given),i,.,2.5,2.6,-8.0,0.5,-5.3,-2.0,-8.4
CC(C)N(Cc1nc(-c2ccc(Cl)cc2)no1)C(=O)CN(C)S(=O)(=O)c1ccc(Cl)cc1,-0.3,1.7,0.2,-3.2,7.5,-0.6,-16.4,-2.1,.
Cc1nn(-c2ccccc2)c(C)c1NC(=O)COC(=O)Cc1cccc(C(F)(F)F)c1,i,0.9,1.1,-2.6,19.7,-17.7,2.7,.,-4.1
CC1=C(C#N)CCC(=O)N1Cc1ccc(C)cc1,-0.6,.,1.1,2.1,0.6,0.1,-5.5,-2.4,2.3
O=C(NCC(Cl)c1ccc2ccccc2c1)c1c(F)cccc1F (stereo not given),1.4,1.3,0.5,-2.5,-5.4,-1.1,-7.9,1.2,4.1
COCCCN1CC(=O)N2Cc3[nH]c4ccccc4c3C[C@H]2C1=O,0.1,1.2,-0.2,-1.3,-2.7,1.9,-1.6,0.5,2.9
CN1CC(=O)N=C1N,-2.8&-0.4,-3.9&-0.1,0.9&0.5,-4.5&-2.6,1.9&2.6,-1.3&-2.5,.,0.9,5.5&-0.9
CC(=O)N1CCN(S(=O)(=O)c2ccc3c(c2)CC(=O)N3)CC1,i,2.2,-2.2,-1.1,1.0,-0.6,3.5,.,4.3
CC1=NNC(=O)C1CC(=O)N/N=C/c1sccc1C (stereo not given),-0.3,0.3,1.6,-18.1,-1.2,-1.8,i,8.3,4.3
c1ccc(Oc2nnc(-c3cccs3)c3ccccc23)cc1,i,-0.2,0.0,-1.5,12.5,0.3,-9.2,3.1,-2.6
CCC(c1nnnn1CCOC)N1CCN(c2cccc(C(F)(F)F)c2)CC1 (stereo not given),-0.4,.,-0.3,-1.1,4.6,0.1,-25.2,2.1,-3.0
Cc1ccccc1N=C1c2ccccc2C(=O)C1[N+](=O)[O-] (stereo not given),-0.3,1.5,0.4,-4.0,3.2,-0.6,-5.8,-1.0,-3.6
CCn1c(SCCOc2ccc(OC)cc2)nnc1C(CO)NC(=O)c1ccc(OC)cc1 (stereo not given),i,.,0.6,-1.7,18.5,-0.1,-4.7,2.1,-5.2
Cc1ccc(C)c(NS(=O)(=O)c2c(C)ccc3nsnc23)c1,i,.,-1.0,-3.7,3.8,0.7,-2.4,1.4,-12.4
COC(=O)C1=C(c2ccc3ccccc3c2)C[C@@H]2CC[C@H]1N2C(=O)NC(C)C,i,-1.9,-0.2,-4.8,-0.1,-0.4,11.4,.,3.4
Cc1cccc(NC(=O)C2Cc3ccccc3CN2C(=O)OCc2ccccc2)c1C (stereo not given),-0.4,1.8,0.9,-0.9,32.7,-0.4,-6.7,-0.1,10.7
CCOC(=O)C(C)Sc1nnc(Cc2cc(=O)[nH]c(=O)[nH]2)n1-c1cccc(OC)c1 (stereo not given),2.5,1.1,-1.0,-10.5,0.4,0.1,-13.0,-1.4,3.5
COC(=O)C1=C(c2cccc(OCc3ccccc3)c2)C[C@@H]2CC[C@H]1N2C(=O)NCCCc1ccccc1,i,2.6,1.9,-3.5,37.4,-0.5,-7.8,.,20.6
O=C(CCCn1c(=S)[nH]c2cc3c(cc2c1=O)OCO3)N1CCN(c2ccc(Cl)cc2)CC1,-0.7,.,1.0,-1.5,28.5,0.2,-15.2,-1.4,-3.5
Cc1ccc(S(=O)(=O)Nc2cccc(C(=O)NCc3ccccn3)c2)cc1F,-0.1,0.0,1.8,1.9,2.8,-0.9,10.7,.,7.6
C=C(C)C(=O)Nc1nnc(-c2ccccc2C)s1,-0.1,0.6,1.1,2.4,-0.5,-0.2,-2.5,1.7,-3.8
CCOC(=O)c1csc(NC(=O)CSc2nnnn2-c2cccc(OC)c2)n1,-3.6,.,0.7,-1.5,27.1,0.0,8.1,0.2,4.8
N#Cc1cc2c(nc1SCc1ccc(Cl)nc1)CCCCC2,-0.3,0.6,-0.6,-3.0,-5.4,0.9,2.1,0.3,5.5
O=C(Nc1nnc(COc2ccc(Br)cc2)s1)c1ccco1,-1.3,1.1,-1.2,10.9,3.0,2.1,6.8,3.0,7.7
C/C(=N\NC(=O)C1CC1)c1ccc2c(c1)OCCO2,.,0.1,-0.1,-0.1,0.0,-0.7,.,1.0,4.3
Cc1ccnc(N2CCN(C(=O)CSc3nc4ccccc4nc3N3CCC(C)CC3)CC2)c1,2.1,1.7,3.7,-1.0,1.9,2.4,-16.1,2.1,-2.5
COc1ccccc1NC(=O)CN1C(=O)CC(C)S(=O)(=O)c2ccccc21 (stereo not given),-0.3,1.1,-1.2,-2.4,-4.3,-1.8,-7.0,0.3,-1.1
CC(C)(C)NS(=O)(=O)NC(=O)C1=C(N2CCCC2)COC1=O,i,0.3,0.1,-4.5,-5.5,0.1,-19.1,.,-6.4
Cc1ccc(C)c(NC(=O)c2c(Cl)nc3ccccn23)c1,-0.5,2.2,-1.0,2.4,1.8,-0.8,2.4,-0.5,-2.1
CCCC(=O)NC(C)c1nc(-c2ccc(C)cc2)no1 (stereo not given),-4.0,.,0.2,3.3,2.7,0.5,-13.2,.,4.7
CCC1=NNC(=O)C(CC(=O)Nc2ccccc2)c2cc(OC)c(OC)cc21 (stereo not given),-2.7,.,-1.9,-2.3,-10.5,-0.4,-13.9,-0.7,2.2
CN(C)S(=O)(=O)N1CCCC(C(=O)c2ccc(-c3ccccc3)c(F)c2)C1 (stereo not given),i,0.9,-0.6,-4.5,?,-0.3,-15.2,5.0,13.2
CNc1nnc(-c2ccncc2)s1,i,0.5,0.9,0.3,4.6,-1.1,-5.2,3.0,-7.8
Cc1ccc(NC(=O)c2ccc(Cl)c(S(=O)(=O)N3CCc4ccccc43)c2)nc1,-0.3,0.9,1.9,?,-5.7,1.5,7.0,.,2.8
